GAA850 FXN act = frataxin GAA850 promoter activation; HEK293 lucGAA850 FXN promoter luciferase reporter, 24 h; percent of 10 µM SAHA response; activation, % at 6 µM; actives 0.56% (n = 360,000); AID 540364;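 active means activation above the average of all compounds screened plus 3 SD, cutoff fixed separately per campaign, cut at about 7.5% in these data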;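 further: 0% = DMSO wells and 100% = 10 µM SAHA wells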
DAX1 inh-1 = NR0B1 (DAX1) inhibition. P51843. HEK293 Gal4-DAX1 luciferase reporter, luminescence. inhibition, % at 6.75 µM. actives 0.99% (n = 340,000). AID 504766;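 active means inhibition above the mean over all tested compounds plus 3 SD, cut at about 4.2% in these data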;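 further: 0% = DAX1-transfected cells with DMSO and 100% = empty-vector control cells with DMSO; inhibition shows as a rise in luminescence from relieved DAX1 repression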
PLC-gamma1 inh = PLC-gamma1 (human) inhibition, primary screen. inhibition, % at 12.2 µM. purified PLC-gamma1, fluorogenic substrate, fluorescence. P19174. actives 0.84% (n = 370,000). AID 720700; in the data active means inhibition above about 9.5%
DAX1 inh-2 = blocks DAX1 repression of SF-1 activated StAR promoter; actives 1.1% (n = 370,000); inhibition, % at 6.8 µM; AID 652010; HEK293T StAR-luciferase reporter, SF-1/DAX-1 repression relief;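 active means inhibition above the mean over all tested compounds plus 3 SD, cut at about 3.6% in these data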;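 further: 0% = DAX-1 cells with DMSO and 100% = cells lacking DAX-1 with DMSO; higher inhibition means more luminescence from relief of DAX-1 repression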
hgDAF12 agonist = activates the H. glycines DAF-12 receptor ligand-binding domain; activation, % at 6.8 µM; actives 1.8% (n = 370,000); AID 687014; HEK293 GAL4-hgDAF12 UAS-luciferase reporter, agonist luminescence; normalized to butyrate control;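 active means activation above a cutoff set at the mean of all screened compounds plus 3 SD, cut at about 10% in these data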;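 further: 0% = DMSO wells and 100% = sodium butyrate wells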
PLCb3 inh = PLC-beta3 (human) inhibition, primary screen. Q01970. Purified PLC-beta3, fluorogenic substrate, fluorescence. inhibition, % at 12.2 µM. actives 0.18% (n = 370,000). AID 720704; in the data active means inhibition above about 11%;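 further: 0% = median of compound wells on plate and 100% = full blocker control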
hcDAF12 agonist = activates DAF-12 receptor from parasite H. contortus; actives 1.4% (n = 370,000); HEK293 hcDAF-12 lit1-tk-luc reporter, luminescence; 0% DMSO, 100% Δ7-dafachronic acid; activation, % at 6.8 µM;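 active means activation above the mean of all tested compounds plus 3 SD, cut at about 5.5% in these data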;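 further: 100% = response to 3 µM Δ7-dafachronic acid high control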
ADAM10 inh = inhibits human ADAM10; inhibition, % at 7 µM; recombinant ADAM10, EDANS/DABCYL FRET peptide cleavage, 3 h; O14672; actives 0.62% (n = 370,000);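 active means inhibition above a per-campaign cutoff equal to the mean of compounds falling between control-based bounds plus 3 SD, cut at about 20% in these data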;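 further: 0% = DMSO wells while the 100% control is not disclosed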
Target sequence (O14672 214-748 limits assumed): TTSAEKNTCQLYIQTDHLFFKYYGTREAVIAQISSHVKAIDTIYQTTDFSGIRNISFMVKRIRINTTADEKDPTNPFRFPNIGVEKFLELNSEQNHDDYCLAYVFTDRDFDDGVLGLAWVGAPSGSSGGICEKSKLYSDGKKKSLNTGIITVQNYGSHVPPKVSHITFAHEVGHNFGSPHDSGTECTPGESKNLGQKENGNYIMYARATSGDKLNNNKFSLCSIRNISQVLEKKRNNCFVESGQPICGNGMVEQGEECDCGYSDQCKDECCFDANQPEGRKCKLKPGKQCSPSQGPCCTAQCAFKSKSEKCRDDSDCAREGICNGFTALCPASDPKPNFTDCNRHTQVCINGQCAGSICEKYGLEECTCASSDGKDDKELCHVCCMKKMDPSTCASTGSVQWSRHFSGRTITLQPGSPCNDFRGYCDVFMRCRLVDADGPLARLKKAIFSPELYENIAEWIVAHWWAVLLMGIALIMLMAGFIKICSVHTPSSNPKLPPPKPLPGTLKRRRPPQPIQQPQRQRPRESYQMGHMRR
ADAM17 inh = inhibitors of human ADAM17; P78536; recombinant ADAM17, EDANS/DABCYL FRET peptide cleavage; inhibition, % at 6.95 µM; actives 0.83% (n = 370,000);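 active means inhibition above the mean of compounds lying between control limits plus 3 SD, set per campaign, cut at about 8.5% in these data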;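 further: 0% = DMSO-only wells as the low control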
ssDAF12 agonist = S. stercoralis DAF-12 activation, primary screen. activation, % at 6.8 µM. HEK293 ssDAF-12/GRIP1 lit1-tk-luc reporter, luminescence; % of 3 µM dafachronic acid response. actives 1% (n = 370,000);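 active means activation above the mean over all tested compounds plus 3 SD, cut at about 0.9% in these data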;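 further: 0% = DMSO-only wells and 100% = 3 µM delta7-dafachronic acid wells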
HGIII-sPLA2 inh = Inhibits HGIII-sPLA2 liposome hydrolysis, primary screen; QFRET BODIPY PC-A2 liposome hydrolysis, fluorescence; inhibition, % at 12.2 µM; actives 0.56% (n = 370,000); AID 743126;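 active means inhibition above mean plus 3 SD of compounds lying within the high and low control bounds, cut at about 19% in these data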;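 further: 0% = median of test compound wells and 100% = no enzyme DMSO wells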
Target sequence (Q9NZ20 whole entry, looked up): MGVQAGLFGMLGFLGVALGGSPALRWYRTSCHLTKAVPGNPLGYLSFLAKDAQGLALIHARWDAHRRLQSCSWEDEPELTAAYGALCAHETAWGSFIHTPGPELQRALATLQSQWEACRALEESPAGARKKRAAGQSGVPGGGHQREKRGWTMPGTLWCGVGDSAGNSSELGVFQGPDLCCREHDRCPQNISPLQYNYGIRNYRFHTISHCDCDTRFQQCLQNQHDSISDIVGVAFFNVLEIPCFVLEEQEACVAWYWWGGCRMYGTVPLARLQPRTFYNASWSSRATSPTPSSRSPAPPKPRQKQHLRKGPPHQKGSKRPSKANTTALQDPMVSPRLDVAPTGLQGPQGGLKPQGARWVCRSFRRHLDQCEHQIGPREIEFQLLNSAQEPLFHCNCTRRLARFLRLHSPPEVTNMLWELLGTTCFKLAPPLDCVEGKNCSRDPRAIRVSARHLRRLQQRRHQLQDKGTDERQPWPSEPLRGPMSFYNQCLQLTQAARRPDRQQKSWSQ
Numbers without * were called inactive; i = inactive; x = no result given.

1: CCOC(=O)C1=C(COC(=O)/C=C/c2ccc(F)cc2)NC(=O)NC1C (stereo unspecified)
2: O=C(NCCN1C(=O)C2C3C=CC(C3)C2C1=O)N1CCOCC1 (stereo unspecified)
3: Cc1cc(-c2nn(-c3ccccc3F)cc2CN2CCCC(C(N)=O)C2)c(C)s1 (stereo unspecified)
4: O=C(O)c1nc(-c2ccccc2)n(-c2ccccc2)n1
5: CCOc1cccc(-c2nnc3n2N=C(c2ccc(OC)cc2)CS3)c1
6: O=C(Cc1cccs1)NC1CCCCN(Cc2cccc(Cl)c2)C1=O (stereo unspecified)
7: O=C(Nc1cccc(S(=O)(=O)NC2=NCCCCC2)c1)c1cc(-c2ccco2)nc2ccccc12
8: CCCc1c(C)nn(-c2ncccc2[N+](=O)[O-])c1C
Compound	1	2	3	4	5	6	7	8
GAA850 FXN act	2.7	-3.1	0.6	1.2	x	x	1.9	3.3
DAX1 inh-1	2.3	4.0	1.8	-0.2	x	x	-2.7	1.6
PLC-gamma1 inh	-3.0	1.7	0.5	-1.5	2.2	-1.0	-346.7	1.2
DAX1 inh-2	1.0	0.3	0.6	-0.2	-3.4	-0.6	-0.9	-0.3
hgDAF12 agonist	1.5	2.3	0.6	0.5	-0.9	-0.2	-2.9	2.7
PLCb3 inh	-0.4	-1.0	-6.0	5.6	-2.1	-2.2	-493.1	-4.2
hcDAF12 agonist	-1.3	2.1	-0.3	-1.1	-4.1	-2.2	2.1	3.3
ADAM10 inh	-9.1	-0.1	-0.9	-1.5	6.3	4.2	-343.1	7.8
ADAM17 inh	-3.3	2.6	-3.7	-0.6	3.5	1.5	-86.5	-4.1
ssDAF12 agonist	-1.4	-0.8	-1.0	-1.6	-2.2	-1.8	-0.7	-1.3
HGIII-sPLA2 inh	-2.3	4.2	-2.5	-6.2	-33.0	-0.7	-3.6	-0.2

Ordered by value in DAX1 inh-1 (rising): some entries from above
nr	compound	DAX1 inh-1
7	O=C(Nc1cccc(S(=O)(=O)NC2=NCCCCC2)c1)c1cc(-c2ccco2)nc2ccccc12	-2.7
4	O=C(O)c1nc(-c2ccccc2)n(-c2ccccc2)n1	-0.2
8	CCCc1c(C)nn(-c2ncccc2[N+](=O)[O-])c1C	1.6
1	CCOC(=O)C1=C(COC(=O)/C=C/c2ccc(F)cc2)NC(=O)NC1C (stereo unspecified)	2.3
2	O=C(NCCN1C(=O)C2C3C=CC(C3)C2C1=O)N1CCOCC1 (stereo unspecified)	4.0

The list continues.
9: O=C(COc1ccc(-c2ccccc2)cc1)N1CCCC1
10: C=CCC[C@@H](Cc1ccc(F)cc1)C(=O)OCCNC(=O)[C@@H](CC=C)CC(=O)N(CCO)Cc1ccccc1
11: COc1ccc(/C=N/N2CCN(c3ccccc3)CC2)cc1Br
12: COC(=O)Nc1nnc(SCc2ccc(C)cc2)s1
13: COC(=O)c1sccc1-n1cc2c(c1-c1ccccc1)c(=O)n(C)c(=O)n2C
14: COc1ccccc1CNC(=O)C1CCCN(S(=O)(=O)c2ccc3c(c2)C(C)(C)C(=O)N3C)C1 (stereo unspecified)
15: COc1ccc(C(=O)N2CCCC(C(=O)c3ccccc3OC)C2)cc1OC (stereo unspecified)
16: COc1ccc(CC(=O)Nc2cc(Cl)ccc2N2CCCC2)cc1
Compound	9	10	11	12	13	14	15	16
GAA850 FXN act	1.7	-5.2	0.8	4.2	x	-2.6	2.5	-1.4
DAX1 inh-1	1.2	0.3	-0.9	0.4	x	1.0	0.0	-1.4
PLC-gamma1 inh	-0.7	2.5	7.5	-1.3	-2.1	-1.5	-0.6	0.1
DAX1 inh-2	1.0	-0.5	0.0	-0.1	1.2	0.2	0.2	-0.2
hgDAF12 agonist	7.0	-2.9	1.9	0.1	-0.6	1.6	2.4	-2.7
PLCb3 inh	1.6	0.6	6.1	-4.2	-0.4	2.9	-5.8	-8.9
hcDAF12 agonist	2.9	2.8	-1.6	0.9	-1.0	-0.3	-2.5	-1.4
ADAM10 inh	0.4	-4.3	8.1	-0.7	-77.9	-6.9	-1.6	-0.7
ADAM17 inh	-1.9	0.5	3.1	-1.7	-6.7	-4.2	0.1	-0.4
ssDAF12 agonist	-0.6	-1.6	-0.7	-0.7	-0.6	-1.4	-0.8	-0.7
HGIII-sPLA2 inh	-5.9	-26.8	6.9	-11.0	8.7	-2.9	-1.0	6.1

17: Cc1cc(C(=O)COC(=O)c2cc(Cl)ccc2N)c(C)n1Cc1ccco1
18: COc1ccc(-c2nnn3c2nc(NCc2ccccc2)c2ccccc23)cc1
19: O=C(CN1C(=O)c2cccnc2Oc2ccc(Cl)cc21)NCCc1ccccc1
20: Cc1cc(Nc2ccc(F)cc2F)n2nc(C)nc2n1
21: Cc1ccc(-c2cc(C(=O)N3CCN(c4ccc(F)cc4)CC3)c3ccccc3n2)o1
22: CC(=O)Nc1ccc(NC(=O)C(C)OC(=O)c2cc(S(=O)(=O)N3CCOCC3)ccc2Cl)cc1 (stereo unspecified)
23: O=C(Nc1ccccc1F)c1ccc2sc([C@@H]3O[C@H](CO)[C@H](O)[C@H](O)[C@H]3O)nc2c1
24: O=C(CSc1nnc(-c2ccco2)n1-c1ccc(Cl)cc1)Nc1ccccc1-c1ccccc1
Compound	17	18	19	20	21	22	23	24
GAA850 FXN act	7.2	0.0	-0.4	-0.9	0.4	-0.9	2.4	x
DAX1 inh-1	1.2	1.0	0.9	4.9*	-0.8	-0.8	x	x
PLC-gamma1 inh	-74.3	-34.9	1.1	-1.2	i	4.7	3.5	1.7
DAX1 inh-2	3.7*	0.7	-0.9	1.3	-1.3	-1.2	0.8	-0.9
hgDAF12 agonist	13.6*	-1.2	2.1	1.6	-1.1	-2.2	14.0*	-3.6
PLCb3 inh	-95.4	-35.1	-10.2	2.6	i	-3.1	-2.0	0.3
hcDAF12 agonist	3.6	5.1	-0.2	4.0	-1.1	-1.3	2.2	-0.6
ADAM10 inh	-192.5	-6.7	2.9	3.4	-284.9	-5.7	-2.0	4.3
ADAM17 inh	-77.4	-2.9	-4.7	1.6	-99.6	-3.8	-1.8	4.0
ssDAF12 agonist	-0.4	0.0	-1.4	-0.5	-1.5	-0.2	-0.4	-1.8
HGIII-sPLA2 inh	-14.9	-0.6	0.8	0.3	-5.8	7.0	1.7	-10.6

25: COC(=O)c1ccc(C2Nc3ccccc3NC3=C2C(=O)CC(C)(C)C3)cc1 (stereo unspecified)
26: Cc1ccc(NC(=S)N(CCCN(C)C)Cc2cc3cc4c(cc3[nH]c2=O)OCO4)c(C)c1
27: O=C(NCCc1ccc(Cl)cc1)c1ccc2c(c1)OCCO2
28: COc1ccc(CN(C)C[C@@H]2OCCCC[C@@H](C)Oc3ccc(N(C)C)cc3C(=O)N([C@H](C)CO)C[C@@H]2C)cc1
29: COc1ccc(OC)c(S(=O)(=O)NCCC2=CCCCC2)c1
30: Cc1ccc(N=Cc2ccccc2O)cc1Cl
31: Cc1cccc(/C(N)=N/OC(=O)c2ccccc2Cl)c1
32: O=C1C2CCCCC2C(=O)N1c1ccc(NC2CCN(Cc3ccccc3)CC2)c([N+](=O)[O-])c1 (stereo unspecified)
Compound	25	26	27	28	29	30	31	32
GAA850 FXN act	1.5	-0.3	3.8	-0.6	1.4	-1.4	2.7	0.2
DAX1 inh-1	1.5	1.2	0.7	0.9	-0.4	0.1	5.0*	-1.2
PLC-gamma1 inh	-2.1	-4.0	-1.3	-35.9	1.4	-1.2	3.4	-0.3
DAX1 inh-2	-0.4	-0.4	2.4	0.8	0.2	-0.4	4.4*	-0.2
hgDAF12 agonist	0.1	-1.1	11.1*	3.0	-0.7	2.7	22.6*	0.0
PLCb3 inh	-5.8	-10.4	-3.0	-44.0	0.8	0.6	-3.7	-7.8
hcDAF12 agonist	-2.5	-0.8	4.6	-1.7	-1.2	2.0	10.8*	-1.7
ADAM10 inh	2.7	-64.6	-2.8	-13.3	5.7	-1.2	-13.0	1.0
ADAM17 inh	-2.0	-23.7	-4.3	-3.7	-1.1	-2.6	-2.7	-2.3
ssDAF12 agonist	-0.7	-0.8	0.1	-0.4	-0.9	-0.5	2.0*	-1.6
HGIII-sPLA2 inh	0.4	6.0	4.6	5.2	-12.9	1.2	12.3	0.5

In a second layout: entries from further up.
nr | mol | GAA850 FXN act | DAX1 inh-1 | PLC-gamma1 inh | DAX1 inh-2 | hgDAF12 agonist | PLCb3 inh | hcDAF12 agonist | ADAM10 inh | ADAM17 inh | ssDAF12 agonist | HGIII-sPLA2 inh
2 | O=C(NCCN1C(=O)C2C3C=CC(C3)C2C1=O)N1CCOCC1 (stereo unspecified) | -3.1 | 4.0 | 1.7 | 0.3 | 2.3 | -1.0 | 2.1 | -0.1 | 2.6 | -0.8 | 4.2
11 | COc1ccc(/C=N/N2CCN(c3ccccc3)CC2)cc1Br | 0.8 | -0.9 | 7.5 | 0.0 | 1.9 | 6.1 | -1.6 | 8.1 | 3.1 | -0.7 | 6.9

The list continues.
33: O=C(Nc1ccccc1Sc1ccccc1)C1CCCO1 (stereo unspecified)
34: O=C(N/N=C/c1coc2ccccc2c1=O)c1ccc(Cl)cc1
35: O=C(Nc1cc2c3c(c1)CC(=O)N3CCC2)c1ccccc1C(F)(F)F
36: C[C@@]12C(=O)N(c3cccc(Cl)c3)C(=O)N1[C@@H]1c3ccccc3OC[C@@H]1[C@H]2c1ccccc1
37: O=C(Nc1ncc(C(F)(F)F)cc1Cl)c1ccc(S(=O)(=O)N2CCOCC2)cc1
38: Cc1ccc(NC(=O)c2ncn(CC(=O)NCc3nc4ccccc4[nH]3)n2)cc1C
39: Cc1c(C=O)c2ccccn2c1C(=O)c1ccccc1
40: O=c1cc2c(nn1Cc1cccc([N+](=O)[O-])c1)-c1ccccc1CC2
41: Cc1ccc(-n2c(Cc3ccccc3)n[nH]c2=S)c(C)c1
Compound	33	34	35	36	37	38	39	40	41
GAA850 FXN act	3.0	-0.7	0.8	-0.8	2.7	-0.4	1.0	0.6	-0.2
DAX1 inh-1	1.0	0.8	0.1	0.3	-0.3	-0.5	-1.0	-0.6	-0.7
PLC-gamma1 inh	0.3	2.1	-2.0	0.5	-0.2	2.0	-13.7	-77.7	-0.2
DAX1 inh-2	-0.1	1.4	1.1	-0.6	0.7	1.3	-0.9	-2.2	-0.1
hgDAF12 agonist	-2.2	3.6	-1.7	0.3	-1.0	4.5	-2.7	-0.8	0.4
PLCb3 inh	-3.5	-6.6	-2.3	1.2	-6.1	2.3	-12.3	-9.3	-1.6
hcDAF12 agonist	-1.4	1.7	-0.8	-1.8	-0.6	-0.6	0.7	-3.1	-0.1
ADAM10 inh	2.4	-2.6	-7.1	1.4	-0.8	-61.0	2.2	-6.5	-5.9
ADAM17 inh	0.4	0.4	-1.0	-2.9	-1.8	-3.3	3.5	-1.8	0.6
ssDAF12 agonist	-2.4	-0.1	-1.0	-1.2	-2.1	-0.8	-1.7	-2.2	-1.5
HGIII-sPLA2 inh	9.3	-11.1	-9.4	0.3	-2.4	8.4	4.0	1.7	14.3
